NCI-60 one-dose screen, 48 h, at 10 µM unless noted. Numbers give growth in % (100 = growth as untreated, 0 = no growth, -100 = all killed).
KM12: KM12 colon cancer cells; actives 5% (n = 82,000)
NCI-H322M: NCI-H322M lung cancer; actives 2.7% (n = 80,000); AID 1794733
NCI-H226: NCI-H226 lung cancer; actives 3.5% (n = 79,000)
HCT-15: HCT-15 colon cancer | actives 5.2% (n = 82,000) | AID 1794746
HCT-116: HCT-116 colon cancer | actives 7.3% (n = 82,000)
HT29: HT29 colon cancer | actives 7.4% (n = 81,000)
NCI-H460: NCI-H460 lung cancer | actives 6.8% (n = 82,000)
COLO 205: COLO 205 colon cancer. actives 7.3% (n = 79,000)
SW-620: SW-620 colon cancer | actives 5.2% (n = 82,000)
* marks the source's active call; other numbers are inactive results; . = no result given. The calls were made as follows: active = growth percent below 10; inactive = the rest.

SMILES	KM12	NCI-H322M	NCI-H226	HCT-15	HCT-116	HT29	NCI-H460	COLO 205	SW-620
CCOP(=O)(OCC)c1nc(-c2ccccc2)oc1NCCCO	108.1	101.9	101.9	105.1	114.2	102.1	107.7	119.8	101.2
N#Cc1c(-c2ccc(Cl)cc2)nc(NS(=O)(=O)c2ccccc2)nc1N1CCCCC1	98.5	109.3	101.6	80.7	100.1	113.1	104.4	117.8	103.3
CN(C/C=C/c1ccccc1)Cc1cccc2ccccc12	94.6	80.2	92.7	92.4	69.8	53.1	89.7	90.5	90.9
N#CC(C#N)=C1CCCCC1	94.1	96.3	102.1	101.0	125.4	97.0	103.0	106.1	100.3
O=S(=O)(Oc1ccc(-c2cn3ccsc3n2)cc1)c1ccc(Cl)c(Cl)c1	96.5	103.1	84.9	93.7	105.7	104.6	101.0	109.7	103.8
Nc1ccc(S(=O)(=O)NCC2CCCCO2)cc1 (stereo not drawn)	105.0	102.5	104.4	108.7	98.2	105.1	103.3	108.2	113.1
CN(C)CCNC(=O)n1cc(-c2ccncc2)c(-c2cc(O)cc(Cl)c2)n1	105.6	127.9	101.7	77.1	86.2	88.5	93.5	88.6	108.9
C#CCNC(=O)[C@]12CC[C@@H](C)[C@H](C)[C@@H]1C1=CC[C@@H]3[C@@]4(C)Cc5c([nH]c6ccccc56)C(C)(C)[C@@H]4CC[C@@]3(C)[C@]1(C)CC2	94.8	86.1	69.4	95.0	75.3	82.2	90.1	101.6	91.8
O=C(c1ccc2nc(NS(=O)(=O)c3ccc4ccccc4c3)sc2c1)N1CCN(/C=C/c2ccccc2)CC1	100.2	92.5	95.7	107.9	92.5	95.0	105.9	103.3	97.5
CCOC(=O)C(Cc1c[nH]c2ccc([N+](=O)[O-])cc12)C(=O)OCC	108.0	96.9	101.7	103.3	94.8	108.2	109.0	105.3	109.2
Cc1c[nH]c(=O)n(Cc2nnc(CCC(=O)c3nc4ccccc4[nH]3)o2)c1=O	5.0*	.	31.7	65.3	6.3*	8.4*	9.3*	-32.7*	28.9
Cn1c2ncnc-2c(O)n(C)c1=O	109.6	115.3	93.2	110.6	115.4	104.6	108.0	117.0	104.9
C=C(C)[C@@H]1C[C@@H]2Cc3ccc(Cl)c(C)c3N1O2	103.9	108.1	106.7	93.0	95.9	.	105.6	111.7	105.6
Cc1nnc2nc(N)[nH]n2c1=O	96.0	105.5	110.9	99.4	101.2	103.9	113.2	121.3	107.3
CC(=O)Nc1cc2ccccc2[n+](C)c1	110.6	90.9	105.3	99.4	96.2	87.3	114.5	114.0	105.2
O=C(O)CN1CCc2c(sc3ncnc(N4CCN(c5ccccc5)CC4)c23)C1	102.7	90.7	97.5	98.2	96.0	107.8	104.8	97.0	102.1
O=C(Nc1ccc(Nc2cc(Nc3ccccc3)ncn2)cc1)Nc1cc(C(F)(F)F)ccc1F	23.3	61.9	94.7	70.9	63.7	58.4	69.8	64.4	120.2
OC(C(F)(F)F)C(F)(F)Cl (stereo not drawn)	106.9	106.8	101.1	103.4	104.2	106.6	105.6	118.6	108.0
O=c1c2ccccc2ncn1CCOc1ccc(-c2ccccc2)cc1	109.0	101.7	.	99.7	102.4	109.0	102.8	110.3	96.9
c1ccc(C2CCCCC2)cc1	108.4	119.8	106.4	96.9	106.0	104.3	103.5	116.3	101.0
COc1ccc(-n2c(=O)n(-c3nc4ccc(OC)cc4s3)c(=O)c3cccnc32)cc1	94.8	108.3	104.9	.	97.8	99.4	101.3	110.8	99.9
CCN(CC)CCCOc1ncnc2ccc(Cl)cc12	108.8	98.8	101.9	108.5	102.7	99.4	109.6	113.7	97.4
O=C1N(Br)C(=O)C(c2ccc(Cl)cc2)(c2ccc(Cl)cc2)N1Br	94.6	.	88.3	105.0	89.3	104.5	102.9	101.7	104.2
Cc1cc(-c2ccco2)c(C#N)c(=O)n1CC#N	105.2	99.6	96.8	101.6	104.9	103.3	105.1	118.2	101.7
CCCCCCc1cc(N=Nc2ccc(S(=O)(=O)Nc3cc(C)nc(C)n3)cc2)c(O)cc1O	104.2	93.5	98.0	103.2	86.3	95.6	109.8	103.0	112.7

The closing four compounds of the part above open the next one:
SMILES	KM12	NCI-H322M	NCI-H226	HCT-15	HCT-116	HT29	NCI-H460	COLO 205	SW-620
CCN(CC)CCCOc1ncnc2ccc(Cl)cc12	108.8	98.8	101.9	108.5	102.7	99.4	109.6	113.7	97.4
O=C1N(Br)C(=O)C(c2ccc(Cl)cc2)(c2ccc(Cl)cc2)N1Br	94.6	.	88.3	105.0	89.3	104.5	102.9	101.7	104.2
Cc1cc(-c2ccco2)c(C#N)c(=O)n1CC#N	105.2	99.6	96.8	101.6	104.9	103.3	105.1	118.2	101.7
CCCCCCc1cc(N=Nc2ccc(S(=O)(=O)Nc3cc(C)nc(C)n3)cc2)c(O)cc1O	104.2	93.5	98.0	103.2	86.3	95.6	109.8	103.0	112.7
O=c1oc2c(cc1-c1ccccc1)c[n+]([O-])c1ccccc21	104.3	103.9	93.5	102.5	98.8	102.9	98.0	102.4	102.5
O=S(=O)(NCCNS(=O)(=O)c1ccccc1)c1ccccc1	107.3	113.6	96.6	98.1	96.1	111.6	105.0	108.8	103.9
CC(=O)OC[C@]1(C)C=C2C(=O)[C@](C)(O)C3(CC3)C(C)=C2[C@H]1OC(C)=O	78.4	98.5	.	72.9	62.3	69.9	95.1	.	88.2
C=C(C)[C@@H]1CC[C@]2(C(=O)O)CC[C@]3(C)[C@H](CC[C@@H]4[C@@](C)(CCC(=O)O)[C@H](C(=C)C)CC[C@]43C)[C@@H]12	95.2	85.4	102.0	89.4	99.7	110.3	91.0	93.4	101.5
CC(C)c1nc(SCC(=O)c2ccccc2)nc(Nc2cccc(S(N)(=O)=O)c2)c1C#N	97.3	108.3	90.0	87.9	94.3	100.6	101.5	121.9	106.9
Nc1nc2c(C(=O)N3CCCC3)nnn2c2ccccc12	118.2	97.5	90.7	103.9	114.3	126.8	110.3	119.3	115.2
COc1ccc2nc(NNC(=O)c3cnccn3)c3cccn3c2c1	4.7*	8.3*	14.9	-19.5*	-26.5*	10.0	-2.1*	-27.0*	0.9*
COc1ccc(C2C(C(=O)Nc3cccc(OC)c3)c3ccccc3C(=O)N2C2CCCCC2)cc1 (stereo not drawn)	72.3	83.4	.	45.2	37.7	23.5	60.2	60.2	60.6
CC(O)c1cccc([N+](=O)[O-])c1 (stereo not drawn)	110.2	99.9	96.4	117.8	96.5	109.7	106.0	.	98.3
Cc1cc(Cl)c2c(N(C)C)cccc2n1	108.6	89.9	101.1	94.1	92.3	78.0	103.9	105.2	88.7
COc1ccc(-c2nnc(COc3ccc(-c4nnc(N)s4)cc3)o2)cc1Cl	90.9	92.7	.	72.6	65.4	84.9	89.3	92.4	102.5
CCC(C(=O)O)N1C(=O)/C(=C/c2ccc(O)c(O)c2)SC1=S (stereo not drawn)	107.4	93.4	104.7	106.7	104.0	115.5	111.4	112.1	100.4
O=C1ON=[N+](c2ccc(Cc3ccc([N+]4=NOC(=O)C4CN4CCOCC4)cc3)cc2)C1CN1CCOCC1 (stereo not drawn)	54.3	82.5	85.5	78.6	63.7	89.7	82.9	99.9	67.7
O=C1c2ccccc2-c2c1c1ccncc1c(=O)n2CCCn1ccnc1	32.8	83.8	54.4	40.8	5.3*	21.0	21.8	56.4	18.7
CCOC(=O)CCN(c1c(Cl)ssc1=O)C(C)C	112.6	102.1	112.2	113.4	93.4	101.9	105.9	114.6	99.3
CC(=O)Nc1c(C)cc(C)cc1[N+](=O)[O-]	100.4	122.6	104.5	102.3	108.9	108.6	107.6	111.6	102.9
C=C(c1ccc(OC)c(/C=C/C(=O)c2ccc3c(c2)OCO3)c1)c1cc(OC)c(OC)c(OC)c1	4.5*	35.1	-40.4*	-8.4*	2.6*	10.2	0.8*	5.3*	5.7*
COc1ccc(/C=C/C(=O)c2ccc(OC)c(S(N)(=O)=O)c2)c(C(F)(F)F)c1	7.0*	-2.9*	-40.9*	-52.0*	-44.3*	6.3*	4.8*	4.9*	7.5*
COc1ccc(-c2nc3sccn3c2-c2ccnc(NCCNS(=O)(=O)c3cccc4ccccc34)n2)cc1	101.2	87.3	99.9	95.2	102.1	99.4	100.2	106.0	102.5
Cc1ccc(Cl)cc1Nc1nc(C(F)(F)F)ccc1C(=O)N/N=C/c1c(Cl)cccc1Cl	-15.9*	17.8	-40.5*	10.4	12.7	16.6	-0.6*	-51.5*	4.0*
c1ccc(-c2cn3c(ccc4ccccc43)n2)cc1	23.4	77.5	79.0	30.6	35.0	19.8	20.6	41.9	22.8
C=C1C(=O)O[C@H]2[C@H]1CCC(/C=N/c1ncc(Br)cc1N)=C\CC[C@@]1(C)O[C@@H]21	53.9	85.3	51.9	-45.3*	-52.6*	-18.6*	58.3	-60.0*	-62.7*
Cn1cc(-c2nc(N)nnc2-c2c[nH]c3ccccc23)c2cccnc21	80.1	65.9	66.4	58.7	69.8	58.1	67.3	92.3	80.3
CC(=O)OCC1O[C@@H](O[C@@H]2O[C@H](CO[Si](C)(C)C(C)(C)C)[C@H]3CCCC[C@@H]23)[C@@H](OC(C)=O)C(OC(C)=O)[C@@H]1OC(C)=O (stereo partly drawn)	94.4	105.5	94.8	99.5	94.7	96.2	105.0	116.2	97.0
C=CCn1c(SCC(=O)Nc2ccc(/C(C)=N\O)cc2)nnc1-c1cc(-c2ccccc2)nc2ccccc12	44.8	69.2	65.4	50.8	44.0	49.9	52.1	64.2	51.9

Retrieved one by one from above, 5 records:
SMILES	KM12	NCI-H322M	NCI-H226	HCT-15	HCT-116	HT29	NCI-H460	COLO 205	SW-620
Cc1cc(-c2ccco2)c(C#N)c(=O)n1CC#N	105.2	99.6	96.8	101.6	104.9	103.3	105.1	118.2	101.7
CCOC(=O)CCN(c1c(Cl)ssc1=O)C(C)C	112.6	102.1	112.2	113.4	93.4	101.9	105.9	114.6	99.3
CCOP(=O)(OCC)c1nc(-c2ccccc2)oc1NCCCO	108.1	101.9	101.9	105.1	114.2	102.1	107.7	119.8	101.2
CC(=O)Nc1cc2ccccc2[n+](C)c1	110.6	90.9	105.3	99.4	96.2	87.3	114.5	114.0	105.2
CCOC(=O)C(Cc1c[nH]c2ccc([N+](=O)[O-])cc12)C(=O)OCC	108.0	96.9	101.7	103.3	94.8	108.2	109.0	105.3	109.2

More entries follow:
SMILES	KM12	NCI-H322M	NCI-H226	HCT-15	HCT-116	HT29	NCI-H460	COLO 205	SW-620
O=[N+]([O-])c1ccc(NC(c2ccc(OC(F)F)c(OCC3CC3)c2)c2nnnn2C2CCCCC2)cc1 (stereo not drawn)	68.4	77.5	89.9	78.4	70.5	70.8	74.9	92.0	83.2
C=CS(=O)(=O)CCO	105.8	113.5	101.3	104.3	106.3	100.8	107.5	111.8	110.9
O=C(CN1C(=O)S/C(=C\c2ccc(Br)cc2)C1=O)Nc1ccc(C(=O)/C=C/c2cc3ccccc3nc2Cl)cc1	95.9	105.9	75.8	91.5	78.3	96.0	96.1	108.0	103.6
O=C(O)c1ccc(S(=O)(=O)N(Cl)Cl)cc1	107.6	107.7	99.0	116.1	101.2	106.3	110.2	126.3	103.3
CC(=O)OCC1(C)OC(=O)N(Cc2ccc(F)cc2)C1=O (stereo not drawn)	103.3	99.8	94.7	105.4	102.9	107.8	112.5	113.4	106.5
C/C(=C(/c1ccc(Cl)cc1)c1ccc(OCCCN(C)C)cc1)c1ccccc1	75.3	87.9	100.7	54.1	65.1	12.4	86.6	77.9	69.6
Cc1ccc(S(=O)(=O)CC(=O)c2cc3cc(Br)ccc3o2)cc1	108.9	97.3	.	107.1	102.3	101.1	99.9	.	101.4
Cc1nc(-c2ccc(F)cc2)ccc1NC(=O)Nc1cc(C(F)(F)F)cc(C(F)(F)F)c1	97.8	97.2	96.1	105.7	100.6	84.3	103.7	116.7	104.1
CC(=O)N1N=C(c2ccc3c(c2)OCO3)CC1c1ccc(F)cc1 (stereo not drawn)	96.4	84.6	99.6	91.7	87.2	98.6	97.8	97.9	103.9
Cn1cc2c(c1)-c1oncc1CC2	104.2	95.9	100.2	104.8	96.7	98.9	110.2	142.6	109.0
Cc1cc(C)nc(NS(=O)(=O)c2ccc(Nc3nc(C)c4c(=O)[nH]c(NCc5ccccc5)nc4n3)cc2)n1	94.0	132.7	84.1	94.4	100.6	122.7	103.0	111.0	97.1
c1ccc2c3c(ccc2c1)CCCC3	110.6	107.4	106.8	103.0	101.7	110.1	115.6	111.8	108.8
CC(=O)Oc1ccc(OC(C)=O)cc1	104.0	109.1	119.5	104.9	98.7	112.0	103.5	140.9	106.3
Clc1ccc(-c2nnc(Cn3ccnc3)o2)cc1	104.9	112.7	102.3	94.2	90.5	101.8	111.8	.	98.6
CC1OC(O[C@@H]2[C@H](O)C(CO)OC(O[C@H]3COC(O[C@H]4CC[C@]5(C)[C@H]6CC[C@]78OC[C@@]9(CCC(C)(C)C[C@H]97)[C@H](O)C[C@@]8(C)[C@]6(C)CC[C@H]5C4(C)C)[C@@H](OC4OC(CO)[C@@H](O)[C@@H](O)[C@@H]4O)[C@@H]3O)[C@H]2OC2OC[C@@H](O)[C@@H](O)[C@@H]2O)[C@@H](O)[C@@H](O)[C@H]1O (stereo partly drawn)	-51.9*	-78.2*	-40.0*	-52.8*	-80.1*	-79.0*	-65.2*	-74.5*	-75.9*
COc1ccc(-c2n/c(=C\c3c(O)[nH]c4ccc(Cl)cc34)cc3c2=Nc2ccccc2-3)cc1	79.1	100.3	79.0	80.8	57.8	84.1	75.5	98.0	64.1
O=c1cc(OCCn2cc(COc3nc(NCc4ccccc4)nc(OCc4cn(CCOc5cc(=O)oc6ccccc56)nn4)n3)nn2)c2ccccc2o1	97.5	98.0	96.5	97.5	109.9	103.3	102.3	113.8	109.4
